Screening results: PubChem, several laboratories
TAAR1 antagonist – human TAAR1 antagonists, primary screen, Fluo-8 calcium fluorescence, CHO RD-HGA16 cells | AID 624466, 2012 | 1.5% of 360,000 active | Trace amine-associated receptor 1 (Homo sapiens), Q96RJ0 | antagonist | inhibition, % at 3 µM;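 active = inhibition above a per-plate cutoff, the mean inhibition of test compounds on that plate plus 3 SD, cut at about 49% in these data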;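 note: 0% = DMSO plus EC80 beta-PEA response and 100% = DMSO alone without agonist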
Target sequence (Q96RJ0 whole entry, looked up): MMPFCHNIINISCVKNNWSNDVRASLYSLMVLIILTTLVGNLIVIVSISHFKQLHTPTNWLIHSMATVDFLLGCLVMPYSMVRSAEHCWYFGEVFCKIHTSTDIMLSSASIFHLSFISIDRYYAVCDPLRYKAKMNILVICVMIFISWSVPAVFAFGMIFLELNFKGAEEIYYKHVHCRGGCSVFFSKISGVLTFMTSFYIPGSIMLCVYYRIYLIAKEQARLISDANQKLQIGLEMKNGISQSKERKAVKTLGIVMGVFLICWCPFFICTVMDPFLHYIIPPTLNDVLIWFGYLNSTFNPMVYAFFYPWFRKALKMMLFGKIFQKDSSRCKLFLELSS
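Assay system: CHO-derived RD-HGA16 cells stably expressing human TAAR1 plus Gα16. Timing: 140 s kinetic read after compound, 140 s after agonist. Technique: kinetic Fluo-8 calcium fluorescence measurement. Measure: % inhibition of agonist calcium response.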
CHO-K1 Ca PAM – nonselective calcium activators in parental CHO-K1 cells, primary screen, counter-screen for M1 PAM project, cell-based, Fluo-8 calcium fluorescence, full deck, 1536-well. ATP EC20; 0% at ATP EC20, 100% at ATP max. AID 602247, 2012. activation, % at 3 µM. 0.02% of 360,000 active;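 active = activation above the run cutoff, the mean activation of all test compounds plus 3 SD, cut at about 40% in these data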;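 note: peak over basal fluorescence ratio in a 140 s read after ATP addition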
CRFR2-BP ag – agonists of CRF-BP/CRF-R2 complex, primary screen, cell-based, HEK293, calcium dye fluorescence, uHTS. activation, % at 13.2 µM. CRF-binding protein / CRF receptor 2 complex (human). AID 588473, 2011. 0.46% of 350,000 active. calcium dye fluorescence (FLIPR); percent of saturating CRF peptide response;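 active = activation of at least 50%, plus an integration ratio under a set limit after plate pattern correction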;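 note: plate controls were neutral control wells without compound for no effect and CRF at EC100 for full effect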
M4 PAM – human M4 muscarinic receptor positive allosteric modulators, primary screen, CHO-K1 cells, Fluo-8 calcium fluorescence | CHO-K1 hM4/Gqi5, ACh EC20; 0% = ACh EC20, 100% = maximal ACh | activation, % at 3 µM | Muscarinic acetylcholine receptor M4 (Homo sapiens), P08173 | 0.4% of 360,000 active;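 active = activation above its plate's cutoff, the mean activation of sample wells plus 3 SD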; note: some results filed as inactive read as strong as hits
Target sequence (P08173 whole entry, looked up): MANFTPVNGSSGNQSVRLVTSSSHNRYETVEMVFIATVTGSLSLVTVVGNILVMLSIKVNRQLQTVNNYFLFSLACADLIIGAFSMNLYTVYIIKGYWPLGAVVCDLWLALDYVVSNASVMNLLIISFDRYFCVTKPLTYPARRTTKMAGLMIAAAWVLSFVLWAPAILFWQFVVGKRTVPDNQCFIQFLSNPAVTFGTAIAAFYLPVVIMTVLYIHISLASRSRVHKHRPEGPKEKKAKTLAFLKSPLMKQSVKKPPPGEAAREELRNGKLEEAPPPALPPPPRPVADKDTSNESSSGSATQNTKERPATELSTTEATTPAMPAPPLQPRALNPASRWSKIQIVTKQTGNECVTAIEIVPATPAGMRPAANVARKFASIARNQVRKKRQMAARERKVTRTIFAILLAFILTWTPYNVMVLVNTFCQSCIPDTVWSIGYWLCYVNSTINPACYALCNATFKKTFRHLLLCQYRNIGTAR
CRFBP-R2 block – antagonists of CRF-BP/CRF-R2 complex, primary screen, cell-based, HEK293, calcium dye fluorescence, uHTS; CRF-induced calcium fluorescence; inhibition, % at 11.8 µM; 0.59% of 350,000 active;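 active = inhibition of the ligand-induced calcium signal above about 50% at the single tested concentration, limit read from the data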
TAAR1 ag – human TAAR1 agonists, primary screen, Fluo-8 calcium fluorescence, CHO RD-HGA16 cells; AID 624467, 2012; activation, % at 3 µM; 0.99% of 360,000 active; vehicle wells 0%, saturating PEA agonist 100%; Trace amine-associated receptor 1 (Homo sapiens), Q96RJ0;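 active = activation above the mean activation of all test compounds in the run plus 3 SD, cut at about 38% in these data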
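Assay system – CHO-derived RD-HGA16 cells with stable Gα16 and human TAAR1 · Compound dosing – one-point dosing at 3 µM (nominal) · Incubation – 17-24 h seeding, 75 min 37 °C dye, 30 min RT · Measured by – kinetic Fluo-8 calcium fluorescence · Control set – DMSO vehicle as 0%, PEA at EC100 as 100% · Repeats – single well for each compound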
CHRM5 antagonist – human M5 muscarinic receptor antagonists, primary screen, CHO cells, Fluo-8 calcium fluorescence; inhibition, % at 3 µM; Muscarinic acetylcholine receptor M5 (Homo sapiens), P08912; CHO-hM5 cells, ACh EC80; 0.59% of 360,000 active;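 active = inhibition above a per-plate cutoff, the mean of that plate's test compounds plus 3 SD, cut at about 27% in these data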;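 note: 0% = acetylcholine EC80 with DMSO and 100% = DMSO without agonist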
M5 PAM – human M5 muscarinic receptor positive allosteric modulators, primary screen, CHO-K1 cells, Fluo-8 calcium fluorescence; Muscarinic acetylcholine receptor M5 (Homo sapiens), P08912; CHO-K1 hM5, ACh EC20 PAM; 0% = ACh EC20, 100% = ACh EC100; activation, % at 3 µM; 0.3% of 360,000 active;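 active = activation above the run cutoff, the mean activation of all test compounds plus 3 SD, cut at about 18% in these data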
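Assay system: CHO-K1 hM5 cells / Incubation: Fluo-8 loading 80 min at 37 °C plus 30 min room temperature / Technique: Fluo-8 calcium dye fluorescence, kinetic read / Repeats: single replicate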
CHRM5 agonist – human M5 muscarinic receptor agonists, primary screen, CHO-K1 cells, Fluo-8 calcium fluorescence; Muscarinic acetylcholine receptor M5 (Homo sapiens), P08912; activation, % at 3 µM; AID 624037, 2012; CHO-K1 hM5 cells; 0% DMSO wells, 100% maximal acetylcholine response; 0.19% of 360,000 active;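 active = activation above the run's mean over test compounds plus 3 SD, cut at about 23% in these data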;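 note: signal is peak over basal fluorescence ratio across the kinetic read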
Active calls of the source: *; x = no result given.

smiles	CHO-K1 Ca PAM	M4 PAM	CRFR2-BP ag	M5 PAM	TAAR1 ag	CHRM5 antagonist	TAAR1 antagonist	CRFBP-R2 block	CHRM5 agonist
Cc1ccc(OCC(=O)Nc2c3c(nn2C(C)(C)C)CS(=O)(=O)C3)cc1	10	-1	-0.4	-4	0	11	8	-6	-4
c1ccc(-c2cn(-c3ccccc3)c3ncnc(NCCCN4CCOCC4)c23)cc1	2	-9	-0.1	6	6	11	17	-2	2
CCc1cc2c(N3CCN(c4nnc(CC)s4)CC3)ncnc2s1	5	2	-3.8	-9	x	3	x	36	6
CCCCN1C=CC(=C2C(=O)c3ccccc3C2=O)C=C1	8	16	0.8	2	0	15	8	-1	-3
Clc1ccc(-c2nnc(SCc3ccon3)o2)c(Cl)c1	21	-3	-6.9	4	14	-2	-24	-20	1
Cn1cnnc1SCc1cccc(Br)c1	5	4	-0.2	-7	8	-1	-3	-4	-12
CC(=O)Nc1nnc(/C=C/c2cccc([N+](=O)[O-])c2)s1	26	0	0.2	2	7	1	3	2	4
CN(C(=O)COc1ncnc2sccc12)c1ccccc1	8	-4	0.1	-2	0	5	-13	6	1
CC(=O)N(c1nc(CCl)cs1)c1c(C)cc(C)cc1C	18	13	-1.0	5	-1	1	27	5	-2
O=C(CCc1nc(-c2ccccc2F)no1)NCCc1ccccc1Cl	20	-2	-1.3	-8	18	-3	2	13	0
CC(=O)c1nn(-c2cccc(Br)c2)cc1C(=O)c1ccc2ccccc2c1	6	12	3.9	-4	4	0	11	-22	-4
Cn1c2ccccc2c(=O)c2cc(NCCCN3CCOCC3)ccc21	17	10	-0.6	7	6	-1	-15	3	1

Further structures.
smiles	CHO-K1 Ca PAM	M4 PAM	CRFR2-BP ag	M5 PAM	TAAR1 ag	CHRM5 antagonist	TAAR1 antagonist	CRFBP-R2 block	CHRM5 agonist
O=C(O)c1ccc(N2C(=O)CC(N3CCN(c4cccc(C(F)(F)F)c4)CC3)C2=O)cc1 (centres undefined)	0	-3	-2.0	4	2	-10	-5	6	-1
CC(C)[C@H](NC(=O)c1ccco1)C(=O)OCC(=O)N1CC(=O)Nc2ccccc21	8	12	0.8	10	4	4	-28	10	-3
Cc1nc2ccc(S(=O)(=O)NCC(=O)N3CCN(c4ccccn4)CC3)cc2s1	17	2	-2.2	-4	5	0	-3	1	-1
COc1cc2c(cc1OC)-c1cc(Nc3ccc(C(=O)O)cc3)nc(=O)n1CC2	1	1	0.1	0	1	11	-9	117*	-4
CCOc1ccc(C(=O)OCC(=O)N2CCCC2)cc1	10	8	0.6	-2	2	14	-7	-6	-3
CN(C)C(CNC(=O)CCNC(=O)c1ccccc1Cl)c1ccco1 (centres undefined)	8	4	-0.2	4	2	9	-10	9	1
Nc1nonc1-n1nnc(C(=O)N/N=C/c2ccncc2)c1CSc1ccccc1	3	1	1.3	-3	7	16	6	-3	-5
Cn1nnnc1SCC(=O)Nc1ccccc1N1CCOCC1	11	4	0.9	3	2	-13	14	4	-1
Oc1ccc(-c2cnns2)c(O)c1	11	3	-2.2	1	6	-1	-16	23	1
COC(=O)C1CCN(S(=O)(=O)CCNC(=O)c2ccc(F)cc2)CC1	6	-6	2.2	-3	3	-5	-7	2	-2
COc1ccccc1CNC(=O)c1ccc(CNc2c(N3CCCC3)c(=O)c2=O)cc1	10	11	0.1	-5	0	-4	9	0	-1
COc1ccccc1-n1ccnc1SCC(=O)NC1CCCC1	-1	4	-6.2	4	0	6	-3	6	-4

Going on with the list.
smiles	CHO-K1 Ca PAM	M4 PAM	CRFR2-BP ag	M5 PAM	TAAR1 ag	CHRM5 antagonist	TAAR1 antagonist	CRFBP-R2 block	CHRM5 agonist
CCOc1cc(N2CCOCC2)c(OCC)cc1NC(=O)c1ccc(C)cc1	21	2	-3.4	13	-2	0	-9	-4	-4
CCOc1ccc(C(C)=O)cc1CN1C(=O)NC(C)(C2CC2)C1=O (centres undefined)	12	-2	0.8	6	4	-2	-28	15	-1
CCOc1ccccc1C(=O)OCC(=O)Nc1cc(Cl)ccc1Oc1ccccc1	11	-8	0.8	-4	5	0	18	45	-3
CCOC(=O)c1c(O)c2cccc3c2n(c1=O)CC3	-12	-6	-1.2	1	8	3	-9	-2	3
Cc1ccc(N=Nc2c(N)[nH]n3c(=O)cc(C)nc23)cc1	2	-2	1.8	-5	-1	8	4	2	-2
CC(=O)Nc1ccc(-c2nnc(SCC(=O)n3c4c(c5ccccc53)CCCC4)n2C)cc1	8	2	-2.4	0	9	2	9	12	0
Cc1c(Br)c([N+](=O)[O-])nn1CC(=O)NCc1ccco1	17	-2	-3.3	-1	-1	1	-1	30	-2
COc1ccc(OCC(=O)NNC(=O)Nc2cccc(Cl)c2)cc1	-8	-4	-0.8	-6	2	6	-20	-6	-6
CC(C)(C)c1cc(C(=O)N2CCc3ccccc32)ccn1	-5	5	-1.2	-5	12	0	4	6	2
Nc1cnc(-c2ccccc2)nc1Cl	16	1	-0.3	-3	-1	0	14	30	-3
COc1ccc(-c2ccc3c(c2)C2CC3CCN2)cc1 (centres undefined)	32	6	0.0	0	3	6	0	-10	-1
COc1cccc(N(C(=O)c2snc(C(N)=O)c2N)C(C(=O)NCC2CCCO2)c2cccs2)c1 (centres undefined)	16	-6	0.0	1	0	0	16	-4	2

Next section
smiles	CHO-K1 Ca PAM	M4 PAM	CRFR2-BP ag	M5 PAM	TAAR1 ag	CHRM5 antagonist	TAAR1 antagonist	CRFBP-R2 block	CHRM5 agonist
Cc1ccc(C(=O)Nc2ccc(N3CCOCC3)nc2N2CCOCC2)cc1	15	-6	-1.1	-11	2	13	-27	0	-3
O=C(c1cccc2c1C(=O)N(Cc1cccnc1)C2)N1CCN(c2ccccc2)CC1	18	-1	-0.6	7	6	-5	14	5	-4
CCOc1ccc(CNc2cccc(SC)c2)cc1	-7	-2	0.8	-8	7	19	0	6	-1
CCN(C(=O)c1cc2cc(OC)ccc2oc1=O)c1cccc(C)c1	-11	-6	-0.7	-8	5	5	11	16	-2
O=C(Nc1ccc(Cl)cn1)c1cc(S(=O)(=O)N2CCCCC2)ccc1Cl	1	3	0.3	-4	7	3	-6	1	-1
Cc1ccccc1CSc1nc(C(C)(C)C)cc(=O)[nH]1	11	12	0.7	10	3	0	-14	13	0
COc1cc(Cn2c3ccc(NC(=O)NCCc4ccccc4)cc3c(=O)n2C)ccc1F	6	-3	x	-2	28	3	0	x	2
COc1ccc(CCN2C(=O)CS/C2=N/NC(=O)c2ccccc2F)cc1OC	19	1	2.2	5	0	22	6	-14	-4
CCOC(=O)c1ccc(NS(=O)(=O)c2cc3c4c(c2)CCN4C(=O)CC3)cc1	0	-3	-0.1	-2	6	6	5	5	6
CC(=O)N1CCN(C(=O)c2ccc(C(=O)c3ccccc3)cc2)CC1	-2	1	0.7	-2	-1	10	3	13	-1
CC(=O)Nc1cccc2cc(O)ccc12	12	0	-2.5	-2	-1	5	14	0	3
CN(CCc1ccccn1)C1CCCN(S(=O)(=O)c2ccc(F)c(Cl)c2)C1 (centres undefined)	-7	-8	-0.7	2	3	22	-30	7	-9

(cont.)
smiles	CHO-K1 Ca PAM	M4 PAM	CRFR2-BP ag	M5 PAM	TAAR1 ag	CHRM5 antagonist	TAAR1 antagonist	CRFBP-R2 block	CHRM5 agonist
CCOc1cc(CNc2ncc(-c3ccc(OC)cc3)n2C)ccc1O	12	-18	2.6	-4	9	-4	3	-11	-5
COC(=O)c1ccc(CNC(=O)Cn2cc(C)c(=O)[nH]c2=O)cc1	13	3	-0.5	0	2	2	-8	-4	2
CCOc1ccc(S(=O)(=O)N(CC)CC(=O)NCc2ccco2)cc1C	9	1	-4.2	13	0	-2	-6	5	-4
Cc1ccc(N(Cc2ccccc2)C(=O)c2cc(S(=O)(=O)N3CCOCC3)ccc2F)cc1	16	-6	-0.2	3	9	-3	0	13	-3
O=C(CSc1nc2ccccc2[nH]1)NCC1CCCO1 (centres undefined)	-1	1	0.5	0	3	-4	-7	-14	0
CCNS(=O)(=O)c1cc(Br)ccc1OC	18	-4	-0.3	1	2	0	11	9	0
COc1ccccc1C(=O)NCCC(=O)NC(C)c1ccc(-n2ccnc2)cc1 (centres undefined)	7	4	-1.1	-8	1	7	-8	1	-4
C=C(C)CSc1ncc(-c2cccc(C(F)(F)F)c2)cn1	21	-1	1.9	5	2	-13	8	-70	-2
COc1cccc(C2c3[nH]c4ccccc4c3C[C@H]3C(=O)N(C4CC4)CC(=O)N23)c1 (some centres undefined)	9	0	0.9	3	8	-1	0	-18	3
COc1ccc(/C=C2/SC(=O)N(CCNC(=O)CC(NC(C)=O)c3ccccc3)C2=O)cc1 (centres undefined)	13	3	-3.7	-3	3	9	-7	-13	3
COc1ccc(C(=O)OCC(=O)NC2CC2)cc1F	-25	-2	-1.8	6	2	5	-4	9	-2
Cc1nc(C(F)(F)F)c(C(=O)N/N=C(\N)c2cccnc2)s1	24	-6	-2.0	3	4	-2	-11	15	3

(listing goes on)
smiles	CHO-K1 Ca PAM	M4 PAM	CRFR2-BP ag	M5 PAM	TAAR1 ag	CHRM5 antagonist	TAAR1 antagonist	CRFBP-R2 block	CHRM5 agonist
Cc1cc(C(=O)COC(=O)C2=COCCO2)c(C)n1-c1cccc(F)c1	24	3	-6.3	10	3	-13	-1	0	-2
CN(C(=O)CSc1nnc(-c2ccccc2)c(-c2ccccc2)n1)C1CCS(=O)(=O)C1 (centres undefined)	17	7	-0.8	-5	0	2	-13	21	-6
Cc1coc2cc3oc(=O)c(CCC(=O)N4CCC(C(=O)O)(c5ccccc5)CC4)c(C)c3cc12	9	11	-0.9	0	0	2	8	9	3
Cc1cc(C=NCCO)c(C)n1-c1cc(Cl)ccc1Cl	4	-3	-1.5	7	-2	0	-19	-1	-3
O=C(COC(=O)c1ccc2ccccc2n1)Nc1cccc(S(=O)(=O)NC2=NCCCCC2)c1	-11	-5	-0.8	-3	11	-2	2	9	-4
COc1cc(-c2[nH]ncc2CN(C)Cc2nonc2C)cc(OC)c1OC	19	-2	-1.2	7	3	1	-6	6	3
Cc1cccc(-c2nsc(SCC(=O)NCc3ccc4c(c3)OCO4)n2)c1	0	4	-4.6	-7	-1	8	-14	-6	-3
CCOc1ccccc1N1CCN(Cc2ccco2)CC1	14	3	-0.4	6	2	-12	2	-4	0
NC(=O)C1CCN(C(=O)C2(NC(=O)Nc3cccc(F)c3)CCCCC2)CC1	10	-2	-0.1	-5	8	9	-11	0	-1

Shown as a hit in CRFBP-R2 block, among the entries above:
molecule,M4 PAM,CRFR2-BP ag,M5 PAM,CHRM5 antagonist,TAAR1 antagonist,CRFBP-R2 block,CHRM5 agonist
COc1cc2c(cc1OC)-c1cc(Nc3ccc(C(=O)O)cc3)nc(=O)n1CC2,1,0.1,0,11,-9,117*,-4
